# Screening data deposited in PubChem BioAssay by Broad Institute.
# PGC1a acetyl inh: PGC1a acetylation modulation, inhibitor mode; U2OS PGC1a acetylation, AlphaScreen anti-acetyl-lysine; with virally co-expressed GCN5 acetyltransferase; inhibition, % at 15.6 µM; 0.17% of 350,000 active;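 active means every replicate shows inhibition of at least 40%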;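 further: 0% = neutral control wells and 100% = positive control wells; some results beyond the cut were filed as inactive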
# PAX8 reporter: inhibitors of PAX8 transcriptional activity in RMG-I cells | RMG-I TPO-luciferase reporter, SteadyGlo, 24 h | inhibition, % at 12.6 µM | AID 652154 | 1.2% of 360,000 active;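 active means mean replicate inhibition at least 60% with every replicate also reaching 60%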;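 further: luciferase light reporting Pax8 driven TPO promoter activity; plate controls were median of neutral control wells for no effect and mitoxantrone controls for full effect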
# EWS-Fli inh: EWS/Fli transcriptional activity inhibition; A673 NR0B1-luciferase reporter, viability-normalised; inhibition, % at 12.6 µM; 0.67% of 350,000 active;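 active means mean inhibition of at least 50% after viability correction, with every replicate also passing that limit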;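 further: firefly luciferase signal divided by Alamar Blue viability fluorescence both relative to DMSO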
# miR122 inh: inhibitors of miR-122 in Huh7 cells | Huh7 miR-122 Renilla luciferase sensor, 48 h; neutral wells = 0, positive control = 100 | activation (reporter increase), % at 12.5 µM | 0.3% of 340,000 active | AID 602342;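 active means mean replicate activation score at least 90 and every replicate individually at or above 90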;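 further: higher luciferase means less miR-122 activity so hits act as miR-122 inhibitors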
# FN deposit inh: fibronectin deposition inhibition; AH1F fibroblasts, Alexa488-fibronectin deposition fluorescence, overnight; inhibition, % at 12.6 µM; 0.086% of 350,000 active; AID 743247;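 active means mean inhibition across replicates of 30% or more, regardless of how many single replicates reach that level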;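 further: positive control wells lacked labelled fibronectin entirely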
#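 Material: AH1F fibroblasts assembling fluorescent fibronectin matrix; amount: 10000 AH1F cells/well; medium: DMEM, 2% serum; reagent: Alexa488-fibronectin, 24 nM final in well; dosing: single compound dose, delivered by pin transfer; incubation: 1 h adhesion, overnight exposure; detection: fluorescence after three HBSS washes, excitation 485 nm, emission 525 nm; measure: fibronectin deposition inhibition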
# Cneo AK release: Cryptococcus neoformans lysis via adenylate kinase release | C. neoformans lysis, adenylate kinase release luminescence, 4 h; normalised: neutral wells 0, clomiphene wells 100 | lysis activity, % at 15 µM | 0.2% of 360,000 active;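 active means mean lysis activity across replicates of at least 80%, whatever share of replicates individually reach that level; inactive means mean lysis activity below 80%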
#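 Signal: Adenylate kinase release luminescence | Assay system: Log-phase Cryptococcus neoformans yeast cells | Input: Cells at 5 × 10^6 per mL | Buffer or medium: Fresh YPD growth medium | Compound: Single dose | Schedule: Static 4 h at 37 °C with compound, 1 h detection | Controls: Clomiphene | Read-out: Luminescence rise reflecting yeast cell lysis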
# CASP6 VEID inh: inhibitors of human caspase-6; P55212; purified caspase-6, Z-VEID-R110 cleavage fluorescence; inhibition, % at 12.5 µM; 0.53% of 350,000 active;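 active means mean inhibition across replicates at least about 35%, with every replicate also reaching that limit, limit read from the data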;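 further: 0% = median of neutral control wells and 100% = no fluorescence left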
# Target sequence (P55212 24-179 limits assumed): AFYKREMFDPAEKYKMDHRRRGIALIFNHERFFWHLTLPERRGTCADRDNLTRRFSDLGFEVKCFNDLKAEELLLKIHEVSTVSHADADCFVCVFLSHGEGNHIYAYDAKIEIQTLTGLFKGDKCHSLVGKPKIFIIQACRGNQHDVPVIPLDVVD
# Target sequence (P55212 194-293 limits assumed): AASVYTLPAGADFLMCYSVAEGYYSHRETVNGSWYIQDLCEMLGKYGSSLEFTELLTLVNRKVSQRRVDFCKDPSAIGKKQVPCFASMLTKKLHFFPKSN
# LGR2 antag: Drosophila LGR2 receptor signaling inhibition; HEK293 LGR2, CRE-luciferase, bursicon-stimulated, 4 h; AID 720647; 0.35% of 380,000 active; inhibition, % at 9.99 µM;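 active means drop in luminescence signal, shown as inhibition above about 50% in the replicate tests, limit read from the data, passing the limit was not always enough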;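 further: agonist challenge used bursicon conditioned medium at about half maximal strength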
# * = called active by the depositor; x = no result given; & = joins results of further samples; [ ] = another dose, or the depositor's remark.
compound,PGC1a acetyl inh,PAX8 reporter,EWS-Fli inh,miR122 inh,FN deposit inh,Cneo AK release,CASP6 VEID inh,LGR2 antag
CN1C(=O)c2cc(NS(=O)(=O)c3cccc(F)c3)ccc2OC[C@H]2O[C@H](CC(=O)N3CCc4ccccc4C3)CC[C@@H]21,10,2,2,0[16.7 µM],-8,-1,x,-3
CCCCc1c(O)nc(SCC(=O)c2ccccc2)n(-c2ccccc2OC)c1=O,1,-13,-12,-2,7,11,3,9
C[C@@H]1CN([C@@H](C)CO)C(=O)CCCn2cc(nn2)CO[C@@H]1CN(C)C(=O)C1CCCCC1,2,0,-2,4[16.7 µM],13,x,x,-2
O=C(CNC(=O)OCc1ccccc1)NC1CCCCNC1=O (configuration not stated),5,5,7,x,-8,-2,x,3
COc1ccccc1NC(=O)COC(=O)CCc1ccc(S(=O)(=O)N2CCOCC2)cc1,5,3,-5,-2,-7,-1,-2,-5
C/C(=N\N1CCN(Cc2ccccc2)CC1)c1ccco1,x,-20,-29,x,-8,x,-2,-17
Cc1noc(C)c1S(=O)(=O)Nc1ccc2c(c1)C(=O)N([C@H](C)CO)C[C@H](C)[C@H](CN(C)C(=O)CCC(F)(F)F)OCCCC[C@H](C)O2,6,30,8,-9[16.7 µM],x,-1,1,2
CCCN(C)C[C@@H]1Oc2cc(-c3ccc(C#N)cc3)ccc2S(=O)(=O)N([C@@H](C)CO)C[C@@H]1C,1,-16,9,x,-5,-6,1,3
CCc1ccc(OC(C)C(=O)N(Cc2ccco2)C2CCS(=O)(=O)C2)cc1 (configuration not stated),-19,-4,-10,5,-7,-1,1,1
COc1ccc(NC(=O)C(C)N2C(=O)c3ccccc3C2=O)c(OC)c1 (configuration not stated),2,6,8,0,-5,6,1,-12
Cc1cccc(NC(=O)c2ccc(NCC3CCCO3)c([N+](=O)[O-])c2)c1 (configuration not stated),-10,-59,x,-11,x,x,x,-26
COc1ccccc1NC(=O)CSCC(=O)N1c2ccccc2CCc2ccccc21,x,21,-4,x,x,x,-1,-1
C[C@@H]1CN([C@@H](C)CO)C(=O)c2cccc(NC(=O)Nc3cccc4ccccc34)c2O[C@H]1CN(C)C(=O)Nc1ccc(C(F)(F)F)cc1,7,-41,10,x,x,x,x,32
COCCCNCCCCOc1ccc(C)cc1[N+](=O)[O-],8,-10,-9,-1,7,1,1,2
CCc1ccc(NC(=O)c2cc(C)nn2-c2ccccc2)cc1,-3,-19,-27,2,-1,-1,2,-13
COCC(=O)N1CC(=O)N2[C@@H](CO)[C@H](c3ccc(C#CC4CCCCC4)cc3)[C@@H]2C1,-4,9,3,x,x,x,4,-19
CCN1C(=O)[C@H]2[C@@H](c3ccc(C)cc3)N[C@]3(CCCN(Cc4ccc(Cl)cc4)C3=O)[C@H]2C1=O,-8,0,3,-5,4,x,9,6
O=C(NCc1cccnc1)c1ccc(COc2ccc(Cl)cc2Cl)o1,-10,6,0,x,-3,x,-1,30
COc1cc(OC)c(OC)cc1/C=N/n1c(-c2n[nH]c3c2CCC3)n[nH]c1=S,15,-18,1,-3,0,-9,1,6
COc1cccc(OC)c1C(=O)NC(C)C12CC3CC(CC(C3)C1)C2 (configuration not stated),-5,21,x,1,-7,-2,x,x
CC(C)NC(=O)C1Cc2c(-c3ccc4c(c3)OCO4)ccnc2O1 (configuration not stated),x,5,-2,-20,-4,-1,-1,-37
C[C@@H]1CN([C@H](C)CO)C(=O)Cc2cc(NS(=O)(=O)c3ccc(Cl)cc3)ccc2O[C@H]1CN(C)C,5,-21,8,-2[16.7 µM],x,2,2,-1
C=CCC[C@H](Cc1ccc(F)cc1)C(=O)OC[C@H](Cc1c[nH]c2ccccc12)NC(=O)[C@H](CC=C)CC(=O)NCCO,0,3,1,-2,-6,-1,0,9
CC1CCN(c2cc(N)c(Cl)cc2[N+](=O)[O-])CC1,-16,-33,x,-1,9,-2,x,x
CCCNC(=O)Nc1ccc2c(c1)C(=O)N(C)[C@@H]1CC[C@H](CC(=O)OC)O[C@@H]1CO2,-5,-15,4,40[16.7 µM],-7,-6,2,9
COc1ccc(-c2cc(=Nc3c(C)n(C)n(-c4ccccc4)c3=O)c3ccccc3o2)cc1,-6,-98,-48,13,2,-3,2,-89
CC(NC(=O)Cc1ccc(F)cc1)C(c1cccs1)N1CCN(C)CC1 (configuration not stated),-5,x,-2,-3,x,-4,-3,-12
Cn1cc(CCNCc2cn[nH]c2-c2ccc(-c3ccccc3)cc2)cn1,0,-14,-34,-5,3,-3,3,x
CCc1cc(-c2cnnn2Cc2ccc3ccccc3c2)ccc1-c1cn(CC(C)C)nn1,2,-12,28,-2,3,0,-1,20
Nc1nc(NCCOCCO)nc(NCc2ccccc2)c1[N+](=O)[O-],-3,26,2,3,1,2,-2,-5
COc1ccc(CNC(=O)COC(=O)c2ccc3ncsc3c2)cc1OC,2,-10,-9,x,1,0,-5,x
Cc1cccc(-n2c(C)cc(C=C(C#N)C#N)c2C)c1,x,2,x,1,-2,0,x,-20
O=C(COC(=O)c1ccc(O)cc1)NC(=O)NCc1ccccc1,-6,6,2,-3,3,0,-2,8
C[C@H]1CN([C@@H](C)CO)C(=O)c2c(c3ccccc3n2C)-c2ccccc2CO[C@@H]1CN(C)S(=O)(=O)c1ccc(F)cc1,-2,x,1,x,-20,1,-4,-2
C[C@@H]1CNC(=O)c2c(C(=O)Nc3cccc(Cl)c3)ncn21,x,4,9,1,-2,2,-1,-16
C=C1C(C(=O)Nc2ccc(F)cc2)C1C(=O)Nc1ccc(F)cc1 (configuration not stated),x,0,1,x,6,x,-3,6
COc1ccc(B(O)O)c(CN2CCN(C(=O)OC(C)(C)C)CC2)c1,-5,7,-15,3,5,7,4,-1
O=C(CNc1cc(S(=O)(=O)N2CCOCC2)ccc1N1CCCC1)Nc1ccc(Cl)cc1F,8,1,6,-1,2,-3,-6,11
O=C(NCc1ccccc1)C1CCCN(S(=O)(=O)c2ccc(Br)cc2)C1 (configuration not stated),x,10,x,x,6,-2,1,27
COCC(=O)N1CC[C@H]2[C@H](CO)Nc3ccc(-c4ccc(C#N)cc4)cc3[C@H]21,18,-4,-10,-1[16.7 µM],-10,-1,x,0
CC(C)C#Cc1ccc([C@@H]2[C@H](C#N)N(C(=O)c3cccc(F)c3)[C@H]2CO)cc1,11,-24,7,x,9,-2,-2,18
C[C@@H]1CCCCO[C@@H](CN(C)S(=O)(=O)c2ccccc2)[C@H](C)CN([C@@H](C)CO)C(=O)c2cc(NC(=O)CCCN(C)C)ccc2O1,11,-19,-8,22[16.7 µM],-5,-5,1,-6
Cc1ccc(CC2S/C(=N/c3ccccn3)NC2=O)cc1 (configuration not stated),-1,x,x,1,x,-1,x,2
COc1ccc(OCc2cc(C(=O)N3CCN(CC(=O)N(C)C)CC3)no2)c(Cl)c1,-6,-14,x,-6,-3,2,0,6
Cc1cc(C(=O)Nc2ccc3c(c2)C(=O)N(C)[C@H]2CC[C@@H](CC(=O)O)O[C@@H]2CO3)no1,0,30,-2,33[16.7 µM],-1,52,x,-4
CC1CCN(C(=O)COC(=O)CCc2c[nH]c3ccccc23)CC1,-9,4,1,x,-6,x,-4,-2
O=C([C@H]1[C@H](CO)[C@H]2Cn3c(cccc3=O)[C@H]2N1Cc1cocn1)N1CCC(Cc2ccccc2)CC1,x,3,-18,x,0,-1,-2,-17
Cc1ccc(Nc2nc(NCc3ccccc3)nc3ccsc23)c(C)c1,4,15,25,4,0,-1,1,4
Cc1occc1C(=O)N(Cc1nc(-c2ccccc2)no1)C(C)C,x,9,-5,0,-3,-3,0,16
O=C(O)c1ccccc1-c1ccccc1C(=O)Nc1ccc2c(c1)oc(=O)c1ccccc12,x,-10,-10,-3,-3,-3,1,-17

# Complete entries, quoted from the list.
# Results for Nc1nc(NCCOCCO)nc(NCc2ccccc2)c1[N+](=O)[O-] : PGC1a acetyl inh = -3; PAX8 reporter = 26; EWS-Fli inh = 2; miR122 inh = 3; FN deposit inh = 1; Cneo AK release = 2; CASP6 VEID inh = -2; LGR2 antag = -5
# Results for C[C@H]1CN([C@@H](C)CO)C(=O)c2c(c3ccccc3n2C)-c2ccccc2CO[C@@H]1CN(C)S(=O)(=O)c1ccc(F)cc1 : PGC1a acetyl inh = -2; PAX8 reporter = x; EWS-Fli inh = 1; miR122 inh = x; FN deposit inh = -20; Cneo AK release = 1; CASP6 VEID inh = -4; LGR2 antag = -2

# (more compounds)
compound,PGC1a acetyl inh,PAX8 reporter,EWS-Fli inh,miR122 inh,FN deposit inh,Cneo AK release,CASP6 VEID inh,LGR2 antag
CN1OC[C@@H]2CN(C(=S)NCCc3ccccc3)[C@H](c3ccc(-n4ccnc4)cc3)C[C@@H]21,-11,12,-8,-3,3,1,0,-5
O=C1c2ccccc2C(=O)N1CC1=NCCc2ccccc21,13,-2,x,-4,1,-1,x,15
CCOC(=O)N(C)C[C@@H]1OCc2ccccc2-c2c(n(C)c3ccccc23)C(=O)N([C@H](C)CO)C[C@H]1C,-12,-1,5,-5,14&-13,0,2,13
Cc1ccc(-c2nnc(OCc3nc4ccccc4n3C)c3ccccc23)cc1,-4,-42,-2,x,-2,x,-1,9
CCN(C[C@@H]1[C@@H](c2ccccc2)[C@H](CO)N1S(C)(=O)=O)C(=O)C1CC1,8,-4,-2,-25[16.7 µM],x,0,3,7
CCc1nnc(NC(=O)CC(C)c2ccccc2)s1 (configuration not stated),-4,28,-6,-3,-4,-2,1,-4
CCOC(=O)c1c(NC(=O)COC(=O)CCCOc2ccc(OC)cc2)sc(C(=O)N(C)C)c1C,x,1,4,x,3,1,7,-22
COc1ccc(CN(C)C[C@@H]2Oc3ccc(NC(=O)C4CC4)cc3C(=O)N([C@H](C)CO)C[C@H]2C)cc1,5,x,-6,58[16.7 µM],5,106*,-2,7
COc1ccc(S(=O)(=O)N2CCC(C(=O)NCc3ccc(C)cc3)CC2)cc1,x,13,7,x,2,2,2,-29
CCn1c(=O)c(C(=O)CN2CCN(S(=O)(=O)c3cc(C)ccc3C)CC2)c(N)n(Cc2ccccc2)c1=O,2,-2,44,x,x,x,1,-9
COc1ccc(/C=N/NC(=O)c2cc(C3CC3)[nH]n2)cc1OC,-13,5,0,x,-14,0,2,12
O=C(NCc1ccco1)c1ccc(CNc2c(N3CCCCC3)c(=O)c2=O)cc1,-4,-14,13,-2,-2,-2,2,11
C[C@H](CO)N1C[C@H](C)[C@@H](CN(C)C(=O)C2CC2)Oc2ncc(C#CC(C)(C)O)cc2C1=O,2,x,0,-3[16.7 µM],-20,-7,0,-5
O=C(C[C@H]1C/C=C\C[C@H](Cc2ccc(F)cc2)C(=O)O[C@@H](c2ccccc2)CNC1=O)N[C@H](CO)Cc1ccccc1,x,5,13,x,-11,-3,-1,31
Cc1cccc(S(=O)(=O)N2CCCCN3[C@H](CO)[C@@H](c4ccc(C#CC(C)C)cc4)[C@@H]3C2)c1,-10,10,2,1[16.7 µM],x,-1,-1,16
COc1cc(/C=N\NC(=O)c2ccc(-c3ccccc3)cc2)cc(OC)c1OC(C)=O,x,100*,x,x,5,-3,-1,-30
CC1(C(=O)NS(=O)(=O)C2CC2)CCN(C(=O)c2cccc(OC(F)(F)F)c2)C1 (configuration not stated),9,-15,0,-7,5,0,5,10
CCN1CCN(C(=S)c2ccc(OC)cc2)CC1,2,-18,-2,x,-1,-2,-7,x
